SIAE primary = human SIAE inhibition, primary screen. inhibition, % at 9.66 µM. Q9HAT2. 0.69% of 370,000 active. SIAE FP-Rh probe binding, fluorescence polarization;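 active = inhibition above a cutoff: mean of compounds within the control limits plus 3 SD of those, cut at about 17% in these data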;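 note: 0% = plate median of compound wells and 100% = probe without SIAE protein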
rCAG binder = r(CAG) repeat RNA binding; inhibition, % at 3 µM; TO-PRO-1 dye displacement fluorescence; 1.3% of 370,000 active;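 active = inhibition above the plate cutoff, the mean of all test compounds on that plate plus 3 SD, cut at about 35% in these data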;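 note: 0% = DMSO alone and 100% = 100 µM mitoxantrone as full dye displacement; higher means more dye released from RNA so lower well fluorescence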
LEDGF integ inh = blocks HIV-1 LEDGF/p75-dependent DNA integration; TR-FRET IN-LEDGF/p75 DNA integration, Eu/Cy5; inhibition, % at 3.7 µM; 0.64% of 370,000 active; AID 743269;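 active = inhibition above the screen-wide mean plus 3 SD, cut at about 13% in these data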;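 note: signal is the Cy5 over europium emission ratio at 671 and 618 nm; 0% = plate median of compound wells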
Rev-erbA mod = Rev-erb alpha (human) modulation; P20393; Rev-erbα–FITC-DNA binding, fluorescence polarization, 90 min; activity, % at 10 µM; 0.79% of 370,000 active; AID 1259318;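 active = activity above about 14%, limit read from the data; passing the limit was not always enough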;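 note: 0% = DMSO wells with 35 nM protein and 100% = DMSO wells with 750 nM protein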
TDP2 absorb = TDP2 (human) inhibition, absorbance primary screen; O95551; recombinant TDP2, T5PNP hydrolysis, p-nitrophenol absorbance 415 nm; inhibition, % at 12.8 µM; 0.34% of 370,000 active;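 active = inhibition above the mean of all tested compounds plus 3 SD, set per campaign, cut at about 25% in these data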;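 note: 0% = DMSO with enzyme and 100% = buffer with substrate but no TDP2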
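test system = human TDP2 enzyme | input = TDP2 enzyme at 120 nM final | medium = 50 mM Tris-HCl pH 7.5 with Mg2+, KCl, DTT, BSA | also added = T5PNP substrate, 5 mM | times = 2 h at 37 °C | technique = epi absorbance | benchmarks = high control without enzyme, low control DMSO plus TDP2 | replication = each compound tested once, singlicate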
TCR-CD3 inh = blocks the human TCR-CD3 interaction. inhibition, % at 9.4 µM. TAMRA-labeled TCR probe fluorescence, biochemical. AID 651800. 0.37% of 360,000 active; in the data active = inhibition above about 19%;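 note: recombinant mutant TCR 2C K166C tagged with TAMRA read by polarization; 0% = receptor in buffer alone and 100% = receptor with positive control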
mABHD4 FP = inhibitors of mouse ABHD4; 0.54% of 370,000 active; Q8VD66; purified mABHD4, FP-Rh probe fluorescence polarization; inhibition, % at 8.92 µM;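 active = inhibition exceeding the mean over every tested compound plus 3 SD, cut at about 30% in these data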;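 note: 0% = plate median of compound wells and 100% = S159A mutant with DMSO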
Target sequence (Q8VD66 whole entry, looked up): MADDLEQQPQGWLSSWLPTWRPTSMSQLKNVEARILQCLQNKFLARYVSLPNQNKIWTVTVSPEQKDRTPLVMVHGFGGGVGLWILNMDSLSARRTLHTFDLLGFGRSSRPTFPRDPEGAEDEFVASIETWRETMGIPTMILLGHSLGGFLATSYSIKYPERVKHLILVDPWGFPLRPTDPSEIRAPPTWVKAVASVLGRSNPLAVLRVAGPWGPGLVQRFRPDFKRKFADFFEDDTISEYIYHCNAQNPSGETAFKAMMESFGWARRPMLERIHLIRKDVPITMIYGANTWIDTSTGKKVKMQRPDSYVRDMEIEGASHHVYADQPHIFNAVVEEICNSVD
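Test system: mABHD4 protein | Buffer or medium: HEPES pH 7.0 buffer, 150 mM NaCl, 0.01% Pluronic F-127 | Probe or stimulus: FP-Rh fluorescent activity-based probe, added after compound pre-incubation | Timing: Pre-incubation 45 min, probe exposure 60 min, at 25 °C | Technique: Fluorescence polarization, excitation 525 nm, emission 598 nm, BODIPY TMR filters | Repeats: Single well per compound (singlicate)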
PG9 binder = small molecules binding HIV-1 gp120 antibody PG9 | 0.43% of 360,000 active | TR-FRET gp120-PG9 antibody binding | inhibition, % at 6.7 µM; in the data active = inhibition above about 8.5%
PRMT1 inh = inhibitors of human PRMT1 | recombinant PRMT1, activity-based probe fluorescence polarization | inhibition, % at 2.79 µM | 1.3% of 370,000 active | AID 652257;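 active = inhibition above about 21% made by adding two undisclosed values, limit read from the data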
HTRA1 inhibitor = HTRA1 (human) protease inhibition; inhibition, % at 5.96 µM; Q92743; recombinant HTRA1, FP-rhodamine activity-based probe, fluorescence polarization; 0.5% of 340,000 active; AID 504803; in the data active = inhibition above about 36%;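 note: 0% = enzyme with DMSO and 100% = wells lacking enzyme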
Target sequence (Q92743 whole entry, looked up): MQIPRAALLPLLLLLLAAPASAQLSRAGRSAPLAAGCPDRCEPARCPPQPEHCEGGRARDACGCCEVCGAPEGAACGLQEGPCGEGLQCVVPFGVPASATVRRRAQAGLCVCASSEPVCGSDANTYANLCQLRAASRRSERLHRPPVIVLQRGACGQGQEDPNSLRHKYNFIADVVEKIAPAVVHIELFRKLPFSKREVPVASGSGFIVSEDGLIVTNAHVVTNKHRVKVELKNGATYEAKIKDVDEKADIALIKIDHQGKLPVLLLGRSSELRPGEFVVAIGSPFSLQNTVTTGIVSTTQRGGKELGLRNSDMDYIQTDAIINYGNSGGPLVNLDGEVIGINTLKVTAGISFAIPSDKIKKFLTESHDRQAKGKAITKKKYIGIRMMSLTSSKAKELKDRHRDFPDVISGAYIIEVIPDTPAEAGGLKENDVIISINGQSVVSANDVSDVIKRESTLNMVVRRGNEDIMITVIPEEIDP
* marks the source's active call; other numbers are inactive results; nt = no result given. Not all compounds are listed; the hit share may differ from the screen's.

SMILES	SIAE primary	rCAG binder	LEDGF integ inh	Rev-erbA mod	TDP2 absorb	TCR-CD3 inh	mABHD4 FP	PG9 binder	PRMT1 inh	HTRA1 inhibitor
Cc1nn(-c2ccccc2)c(N2CCCC2)c1C=O	-6	-2	-2	0	19	-3	1	-0.3	0	1
COc1ccccc1C(NC(C)=O)c1c(O)ccc2ccc(O)cc12 (stereo not given)	6	-2	1	-1	8	-5	1	-1.7	1	5
CC(C)N1CCN(C(=O)c2ccc(NC(=O)c3ccc(Br)o3)cc2)CC1	-3	-4	-1	-5	2	4	2	-0.4	4	-1
CCCCSc1nc(NCc2ccco2)c2c3c(sc2n1)COC(C)(C)C3	-9	9	4	-5	8	0	-2	-2.6	-2	-41
Cc1cc(C)cc(NC(=O)c2ccc(N3C(=O)C4CCCCC4C3=O)cc2)c1 (stereo not given)	4	-1	-3	-3	-4	0	4	-0.6	0	-14
CCCCN(C)CCOc1ccccc1OCC	0	-1	1	0	13	2	11	-0.1	0	7
C#Cc1cccc(Nc2nc(NC(C)C)nc3ccsc23)c1	6	2	1	-6	-5	-2	15	0.0	-1	nt
CC(C)CCNC(=O)CC1Nc2c3ccccc3nc(=S)n2C1=O (stereo not given)	5	1	0	-3	8	-1	2	1.1	5	-4
Cc1ccc(S(=O)(=O)N2[C@@H](c3ccc(Cl)cc3)C(C(=O)O)=CC[C@H]2c2ccc3c(c2)OCO3)cc1	-7	54*	1	0	3	2	4	-2.1	0	-22
CC1CCN(S(=O)(=O)c2ccc(C(=O)N3CCCC3C(=O)O)cc2)CC1 (stereo not given)	-1	-1	4	-8	-1	3	-6	-2.8	-1	9
COC(=O)c1nn(-c2ccc(-c3ccccc3)cc2)cc1O	-5	7	1	-5	-3	4	-6	2.5	-2	-13
CCc1ccc(NC(=O)CSc2nnc(CNC(=O)c3ccc(OC)cc3)o2)cc1	1	1	0	0	6	1	0	0.4	4	-2
COC(=O)c1ccc2nc(-c3ccc(F)cc3)c(CC3CCCCC3)n2c1	-8	16	0	-7	6	4	-4	-0.1	0	nt
Cn1c(=O)c2c(nc(CN3CCc4ccccc4C3)n2Cc2ccc(Cl)cc2)n(C)c1=O	-1	2	2	3	1	-4	5	1.3	1	-2
CCN1CCN(CC(O)COC(c2ccccc2)c2ccccc2C)CC1 (stereo not given)	4	-8	3	5	27*	-9	21	-1.9	-6	-8
COc1ccc(-c2nnn(CC(=O)N(CC(=O)NC3CCCC3)c3ccccc3)n2)cc1OC	-2	1	-4	0	-10	-5	2	-1.3	2	0
O=C(N/N=C/c1ccc(-c2cccc([N+](=O)[O-])c2)o1)c1cccs1	-4	15	6	5	2	5	7	-0.6	-1	3
CC(=O)NCCNC(=O)C1(C)Cc2c(-c3ccc(C(N)=O)cc3)ccnc2O1 (stereo not given)	2	2	-1	-2	6	0	-3	-1.4	-1	nt
CCc1ccc(NC(=O)Cn2c(=O)oc3cc(S(=O)(=O)N4CCOCC4)ccc32)cc1	-1	15	2	2	6	-2	4	0.6	-2	8
COCC(=O)NC1CC(C)(C)Cc2c1cnn2-c1ccc(F)cc1 (stereo not given)	-5	-8	-3	-7	6	0	3	-0.3	-3	6
O=C1OCC2=C1C(c1ccc(F)cc1)c1cc3c(cc1N2)OCO3 (stereo not given)	2	1	0	1	-1	8	0	-0.8	-2	1
COC(=O)c1cc(C#N)c(N(C)Cc2ccccc2)nc1C	0	-1	12	2	2	3	2	-0.9	4	-12
O=C1N/C(=C/c2ccc(N3CCOCC3)o2)C(=O)N1c1ccccc1	-1	7	-5	-1	-3	-5	-10	-3.2	46*	2
O=C(COC(=O)COc1ccccc1)Nc1ccc(S(=O)(=O)N2CCOCC2)cc1	-8	5	1	-2	-4	2	-7	-1.2	3	-9
COc1cc(OC)cc(C(=O)NCC(=O)OCC(=O)Nc2ccc3c(c2)OCO3)c1	-5	1	0	1	3	-5	0	-0.6	4	2

Grouped by structure: the compounds so far containing a halogen
SMILES	SIAE primary	rCAG binder	LEDGF integ inh	Rev-erbA mod	TDP2 absorb	TCR-CD3 inh	mABHD4 FP	PG9 binder	PRMT1 inh	HTRA1 inhibitor
CC(C)N1CCN(C(=O)c2ccc(NC(=O)c3ccc(Br)o3)cc2)CC1	-3	-4	-1	-5	2	4	2	-0.4	4	-1
Cc1ccc(S(=O)(=O)N2[C@@H](c3ccc(Cl)cc3)C(C(=O)O)=CC[C@H]2c2ccc3c(c2)OCO3)cc1	-7	54*	1	0	3	2	4	-2.1	0	-22
COC(=O)c1ccc2nc(-c3ccc(F)cc3)c(CC3CCCCC3)n2c1	-8	16	0	-7	6	4	-4	-0.1	0	nt
Cn1c(=O)c2c(nc(CN3CCc4ccccc4C3)n2Cc2ccc(Cl)cc2)n(C)c1=O	-1	2	2	3	1	-4	5	1.3	1	-2
COCC(=O)NC1CC(C)(C)Cc2c1cnn2-c1ccc(F)cc1 (stereo not given)	-5	-8	-3	-7	6	0	3	-0.3	-3	6
O=C1OCC2=C1C(c1ccc(F)cc1)c1cc3c(cc1N2)OCO3 (stereo not given)	2	1	0	1	-1	8	0	-0.8	-2	1

Other entries
SMILES	SIAE primary	rCAG binder	LEDGF integ inh	Rev-erbA mod	TDP2 absorb	TCR-CD3 inh	mABHD4 FP	PG9 binder	PRMT1 inh	HTRA1 inhibitor
O=C(COc1cccc(Oc2ccccc2)c1)Nc1ccc(SC(F)F)cc1	-78	2	1	7	-20	5	-62	-1.7	-2	-32
O=C1NN(c2ccccc2)C(=O)/C1=C/c1ccc(-c2cccc(C(=O)O)c2)o1	-4	21	5	-3	-9	-3	11	-16	16	1
Cc1cc(C)nc(N2CCCC(C(=O)NCc3cccs3)C2)n1 (stereo not given)	0	-2	3	-6	-9	4	-7	-2.3	2	-8
C=CCc1cccc2cc(C(=O)NCCOC)c(=O)oc12	-6	-2	0	2	-8	-9	9	-1.2	5	-2
O=C(CC1CC1)Nc1ccc2c(c1)[C@@H]1C[C@H](CC(=O)NC3CCCC3)O[C@@H](CO)[C@@H]1O2	7	2	-8	3	3	2	-3	-1.0	1	-3
CC(=O)c1c(C)[nH]c(C(=O)Nc2ccc(F)cc2F)c1C	6	-2	0	-2	-3	0	5	-1.1	3	1
COc1cccc(CNC(=O)c2cccnc2Sc2ccc(C)cc2C)c1	-6	-6	-5	-6	-9	-1	-3	-1.0	1	-9
CS(=O)(=O)c1ccccc1-c1nnc(NC(=O)c2ccc3ncsc3c2)o1	-2	9	0	0	9	-2	1	-0.4	28*	-1
Cc1cccc(NC(=O)c2cccnc2)c1C	-6	2	0	-2	-7	3	2	-0.1	-4	9
COc1cccc(CN(C)C[C@H]2OCc3cnnn3CCCC(=O)N([C@@H](C)CO)C[C@@H]2C)c1	-6	-1	2	-3	4	10	-4	-1.4	-1	-3
CCn1ncc(Cl)c1C(=O)NC(C)c1ccccc1 (stereo not given)	-3	-6	-3	5	-3	1	-2	0.5	2	-2
O=C(CSc1ncccn1)n1c2c(c3ccccc31)CCCC2	1	1	1	5	2	0	-14	-0.9	0	-35
CC(Oc1ccccc1)C(=O)N1CCN=C1SCc1ccccc1 (stereo not given)	-5	-5	-2	1	16	-1	4	1.2	5	-5
CCc1cc(C(=O)c2ccc(OC)cc2)c(NC(=O)CN2CCN(C)CC2)s1	-8	-7	2	0	-9	-5	-2	1.5	5	-1
O=C(Nc1cccc(C(=O)O)c1)/C(=C\c1ccc(F)cc1)NC(=O)c1ccco1	-3	3	-1	-5	-1	-7	-5	0.8	1	4
CN(CCc1cn[nH]c1)Cc1nc(Cc2ccccc2F)no1	2	-2	0	0	8	14	1	-0.4	-1	0
Nc1c(S(=O)(=O)c2cccs2)c2nc3ccccc3nc2n1Cc1ccccc1	-22	14	6	3	44*	-4	-22	-0.4	7	-52
COc1ccccc1-c1cnc(C(O)c2cc(Cl)cc(Cl)c2)[nH]1 (stereo not given)	1	1	5	4	-1	5	0	0.4	1	nt
CN(C)c1ccc(C(=O)Nc2nnc(-c3ccc(Cl)cc3)o2)cc1	18*	4	5	20	-8	2	-2	-1.1	-3	15
Cc1ccc(S(=O)(=O)Cn2nnnc2C(c2ccccc2)N2CCN(c3ncccn3)CC2)cc1 (stereo not given)	1	1	0	-2	5	-6	7	0.9	-2	-7
O=S(=O)(NCCc1cn2ccccc2n1)c1ccc2c(c1)CCCC2	10	5	5	3	-15	-8	5	1.6	1	-4
COc1ccc(OC)c(CCNC(=O)C2CCN(c3nnc(-n4cccc4)s3)CC2)c1	4	8	0	6	4	3	8	2.5	4	-5
CCOC(=O)[C@]12CCCC=C1N(Cc1ccc(Cl)cc1Cl)C(=O)[C@H](CC(=O)N1CCSCC1)C2	-2	5	-4	0	5	1	5	0.6	0	nt
Cc1ccccc1NS(=O)(=O)c1ccc(C(=O)N2CC(C)OC(C)C2)cc1 (stereo not given)	1	-6	-6	-1	-5	-3	0	0.8	-1	0
O=C(Nc1ccc2c(c1)oc1ccccc12)c1ccncc1	-6	8	4	-2	-3	-4	-17	3.3	7	-13
Cc1nc(N)c(C#N)c(-c2cccnc2)c1-c1ccccc1	-1	1	0	2	13	0	1	6.0	-1	0
CCN(CC)C(=O)Cn1cc(C(=O)C(=O)NCc2ccccn2)c2ccccc21	1	5	-4	-2	-10	-1	8	-1.1	2	5

Ordered by count of non-hydrogen atoms (high to low): part of the list above.
SMILES	SIAE primary	rCAG binder	LEDGF integ inh	Rev-erbA mod	TDP2 absorb	TCR-CD3 inh	mABHD4 FP	PG9 binder	PRMT1 inh	HTRA1 inhibitor
Cc1ccc(S(=O)(=O)Cn2nnnc2C(c2ccccc2)N2CCN(c3ncccn3)CC2)cc1 (stereo not given)	1	1	0	-2	5	-6	7	0.9	-2	-7
O=C(CC1CC1)Nc1ccc2c(c1)[C@@H]1C[C@H](CC(=O)NC3CCCC3)O[C@@H](CO)[C@@H]1O2	7	2	-8	3	3	2	-3	-1.0	1	-3
CC(Oc1ccccc1)C(=O)N1CCN=C1SCc1ccccc1 (stereo not given)	-5	-5	-2	1	16	-1	4	1.2	5	-5

Compound activity as filed in PubChem.
